# From PubChem
# TRHR PAM = qHTS for Small Molecule Agonists and Allosteric Enhancers of Human TRH Receptor: Primary Screen for Enhancers. Thyrotropin-releasing hormone receptor (Homo sapiens), P34981. TRHR cells, fluo-8 calcium fluorescence, EC20 TRH enhancement. enhancement, % at 2 µM. 360,000 compounds, 0.66% hits. AID 493056, 2011; in the data active = enhancement above about 30%; also: 0% is about no effect
# Target sequence (P34981 whole entry, looked up): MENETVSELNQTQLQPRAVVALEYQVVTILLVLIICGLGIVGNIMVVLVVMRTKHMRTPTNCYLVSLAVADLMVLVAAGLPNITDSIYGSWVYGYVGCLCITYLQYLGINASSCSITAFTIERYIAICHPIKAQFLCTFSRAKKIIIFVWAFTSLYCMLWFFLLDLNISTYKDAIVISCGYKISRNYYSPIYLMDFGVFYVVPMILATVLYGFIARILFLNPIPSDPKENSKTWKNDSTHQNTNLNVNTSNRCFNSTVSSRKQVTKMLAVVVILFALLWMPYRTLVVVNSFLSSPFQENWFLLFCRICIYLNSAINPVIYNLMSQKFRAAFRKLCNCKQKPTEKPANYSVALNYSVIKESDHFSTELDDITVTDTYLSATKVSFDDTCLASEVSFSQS
#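 Enhancer read-out: after compound pinning and an initial kinetic agonist-mode read, an EC20 of TRH (10 nM final) was injected and fluo-8 calcium signal (Ex 480/Em 530) followed at 1 s/cycle for 100 cycles in TRHR-expressing cells.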
# D1 PAM = Potentiators of Human D1 Dopamine Receptor: qHTS. D(1A) dopamine receptor (Homo sapiens), P21728. HEK293 TREx D1 cells, calcium flux, dopamine EC20 potentiation. potentiation, % at 10 µM. 360,000 compounds, 0.036% hits. AID 504651, 2011; in the data active = potentiation above about 30%; also: 0% is about no effect
# Target sequence (P21728 whole entry, looked up): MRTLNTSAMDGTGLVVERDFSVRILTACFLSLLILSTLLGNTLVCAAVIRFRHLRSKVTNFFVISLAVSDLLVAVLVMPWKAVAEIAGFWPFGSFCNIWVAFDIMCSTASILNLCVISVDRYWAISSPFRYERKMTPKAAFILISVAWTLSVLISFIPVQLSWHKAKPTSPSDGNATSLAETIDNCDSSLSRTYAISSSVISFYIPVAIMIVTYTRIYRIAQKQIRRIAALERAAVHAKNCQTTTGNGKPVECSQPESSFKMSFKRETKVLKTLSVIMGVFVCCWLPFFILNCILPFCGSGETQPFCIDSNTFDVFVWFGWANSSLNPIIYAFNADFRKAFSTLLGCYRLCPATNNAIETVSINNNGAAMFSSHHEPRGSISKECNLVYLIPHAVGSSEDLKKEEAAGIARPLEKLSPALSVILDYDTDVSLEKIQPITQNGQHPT
# TRHR agonist = qHTS for Small Molecule Agonists and Allosteric Enhancers of Human TRH Receptor: Primary Screen for Agonists; Thyrotropin-releasing hormone receptor (Homo sapiens), P34981; 360,000 compounds, 0.18% hits; activation, % at 2 µM; AID 493084, 2011; TRHR cells, calcium flux fluo-8, FDSS agonist mode; also: 0% is about no effect
#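 TRHR-expressing cells loaded with fluo-8 calcium dye; 23 nL library compound pin-transferred, kinetic FDSS fluorescence (Ex 480/Em 530) recorded about 180 s for agonist-induced calcium release, before a 10 nM TRH EC20 addition for potentiator mode.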
# D1 agonist = Allosteric Agonists of the Human D1 Dopamine Receptor: qHTS; D(1A) dopamine receptor (Homo sapiens), P21728; HEK293 T-REx D1 cells, calcium flux, agonist mode; activation, % at 2 µM; 360,000 compounds, 1% hits; also: 0% is about no effect
#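 Tetracycline-induced HEK293 TREx D1 cells, force-coupled to calcium signalling, were dye-loaded with a no-wash calcium kit. Compound was pin-added after a 10 s baseline. Fluorescence was read kinetically at 1 cycle/s for 180 s, with calcium rises flagged as agonism.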
# D2 antagonist = HTS Assay for Allosteric Antagonists of the Human D2 Dopamine Receptor: Primary Screen for Antagonists; D(2) dopamine receptor (Homo sapiens), P14416; HEK293 TREx D2 cells, calcium flux, dopamine EC80; inhibition, % at 10 µM; 340,000 compounds, 2% hits; AID 485344, 2010; in the data active = inhibition above about 30%; also: 0% is about no effect
#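 Read-out: kinetic calcium fluorescence (1 cycle/s) in inducible HEK293 T-REx D2 cells after an EC80 dopamine addition that followed 180 s compound preincubation. Loss of the dopamine response indicates antagonism.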
# D1 antagonist = Antagonist of Human D 1 Dopamine Receptor: qHTS; HEK293 TREx D1 cells, calcium flux, dopamine EC80; hits give low values; activity change, negative = inhibition, % at 10 µM; 360,000 compounds, 3.2% hits; AID 504652, 2011; in the data active = activity change below about -30%; also: % is scaled to controls: 0 for no effect and ±100 for the full control effect
#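 Inducible Hek293 Trex D1 cells (tetracycline, overnight, 30 C). Calcium dye 30–90 min RT. Antagonist mode: EC80 dopamine added after 180 s compound read.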
# D2 PAM = HTS Assay for Positive Allosteric Modulators of the Human D2 Dopamine Receptor: Primary Screen for Potentiators. potentiation, % at 10 µM. AID 485347, 2010. D(2) dopamine receptor (Homo sapiens), P14416. HEK293 T-REx D2, calcium flux, EC20 dopamine potentiation. 340,000 compounds, 0.34% hits;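 active = potentiation over 3 SD above the plate norm, cut at about 30% in these data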; also: 0% is about no effect
#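 Primary screen. Calcium kinetics in induced HEK293 T-REx D2 cells: compound pre-addition 180 s, EC20 dopamine, 180 s more.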
# D2 ag = HTS Assay for Allosteric Agonists of the Human D2 Dopamine Receptor: Primary Screen for Agonists | D(2) dopamine receptor (Homo sapiens), P14416 | HEK293 T-REx D2 cells, calcium flux agonist mode | activation, % at 2 µM | 340,000 compounds, 0.53% hits;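 active = activation over 3 SD above normal in the single-dose calcium agonist read, cut at about 30% in these data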; also: 0% is about no effect
#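 Agonism scored from kinetic calcium signal (1 read/sec, 180 s) following compound pin transfer, after a 10 s baseline. Cells: HEK293 Trex line expressing inducible D2 receptor coupled to calcium, dye-loaded after overnight culture at 30 C.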
# RXFP1 antag = qHTS Assay for Antagonists of the Relaxin Receptor RXFP1; Relaxin receptor 1 (Homo sapiens), Q9HBX9; HEK293-RXFP1, relaxin-stimulated cAMP HTRF, 30 min; hits give low values; activity change, negative = inhibition, % at 57.5 µM; 350,000 compounds, 0.59% hits; AID 1259400, 2018;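 active = activity change of -60% or lower, but not beyond a set lower limit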; also: % is scaled to controls: 0 for no effect and ±100 for the full control effect
# * hit, by the source's call; / = not tested or not shown. Rule as the data show it, unless noted: active = activation above about 30%; inactive = the rest.
SMILES,TRHR PAM,D1 PAM,TRHR agonist,D1 agonist,D2 antagonist,D1 antagonist,D2 PAM,D2 ag,RXFP1 antag
CC(=O)N1CCN(CC(c2ccccc2)c2ccccc2)CC1,17.5,-2.8,-0.3,1.5,1.1,3.5,-8.2,0.6,-4.6
CC(=O)/C(N=Nc1ccc2c(c1)OCCO2)=C(\C)O,1.3,-4.2,0.2,0.2,-6.1,-8.5,7.9,-0.3,4.7
CCOC(=O)C1CCN(C(=O)COC(=O)c2ccc(Br)o2)CC1,2.1,5.8,-0.9,7.8,-4.5,-2.6,-2.0,-1.7,-12.0
Cc1ccc(/C=N/NC(=O)c2cc(-c3cccnc3)nc3ccccc23)cc1,-1.3,5.3,1.2,1.2,2.1,5.6,-2.9,0.3,-3.9
O=C(CCCCCN1C(=O)CCC1=O)Nc1ccc2c(c1)OCCO2,-3.0,-4.8,1.5,-0.9,-21.2,1.3,/,/,4.9
Cc1cccc(NC(=O)c2cccc(S(=O)(=O)Nc3ccccc3C(=O)O)c2)c1,5.4,3.9,-0.4,1.8,-9.2,-26.3,-11.3,-2.7,-11.9
COc1ccc(CNS(=O)(=O)NCc2ccc(OC)c(OC)c2)cc1,-3.4,-6.2,0.4,16.7,-9.3,-9.4,-5.7,0.1,-5.7
CN(C)c1ccc(C=NC(CO)C(O)c2ccc([N+](=O)[O-])cc2)cc1 (configuration not stated),-1.2,-11.3,0.2,1.3,6.5,-10.8,-5.3,1.1,-6.6
CCC(=O)OCCn1c(=O)c2ccccc2c2ccccc2c1=O,2.2,11.9,-0.5,1.1,18.7,-4.6,2.5,-0.5,0.3
Cn1c(=O)c2c(nc(N3CCCCCC3)n2Cc2cccc3ccccc23)n(C)c1=O,0.4,4.3,0.1,10.9,4.1,4.6,8.7,0.1,-29.8
COc1ccc(S(=O)(=O)Nc2ccc(N3CCOCC3)cc2)cc1[N+](=O)[O-],0.0,-2.9,0.3,5.2,2.4,-4.2,0.7,-0.6,21.4
Cc1cccc(C(=O)N2CCN(c3ccc([N+](=O)[O-])c(N4CCOCC4)c3)CC2)c1,-15.7,-10.9,-1.8,2.3,-6.1,-45.2*,-4.7,-0.9,3.3
CCOc1ccc(NC(=O)C2CCN(S(=O)(=O)c3c(C)noc3/C=C/c3cccs3)CC2)cc1,2.7,2.0,1.9,4.4,/,-12.4,7.9,0.7,6.8
C/C=C(\C)C(=O)NCCN1C2=NC[C@@H](C)N2C[C@H]1Cc1ccc(O)cc1,0.7,-2.1,-0.2,-2.8,0.8,0.2,-4.2,-0.2,/
Nc1nc2n(n1)C1(CCCCC1)C1=C(CCCC1)N2,10.1,-8.7,0.4,2.0,10.7,-16.9,-3.1,-0.9,/
OC(CNC1CCCC1)COc1ccc(-c2ccccc2)cc1 (configuration not stated),17.6,-7.5,1.9,20.7,26.6,-28.1,-2.8,0.5,-18.2
COC(=O)c1ccc(NC(=O)c2snnc2-c2ccccc2)cc1,1.9,-9.2,0.0,1.3,-13.6,/,5.4,1.0,-7.2
Cc1ccc(NC(=S)N2CCC(N(C)CC3CCCO3)CC2)cc1C (configuration not stated),31.1*,-8.4,-0.2,-3.3,-0.5,-17.7,-0.4,0.2,2.3
COc1ccc(C2CC(=O)Nc3cc(OC)c(OC)cc32)cc1Br (configuration not stated),-0.8,1.2,0.2,1.8,8.8,-6.7,2.2,-0.3,-2.7
CN1CCN(S(=O)(=O)c2cccc(C(=O)NCCOc3ccccc3F)c2)CC1,2.9,-4.8,-0.5,1.5,5.0,3.8,2.1,7.0,-8.7
O=C1CC(N2CCC(c3nc4ccccc4s3)CC2)C(=O)N1Cc1ccccc1 (configuration not stated),16.4,-1.1,-0.8,-0.8,-11.0,-1.4,-6.1,-0.8,-15.5
O=C(NNc1c(Cl)cccc1Cl)c1ccno1,-1.0,-3.8,0.3,0.9,-5.8,10.0,-1.3,-1.3,5.1
CCOC(=O)N1CCC(NC(=O)CSc2cc(=O)n(C)c3ccccc23)CC1,-2.4,-2.3,-0.2,-1.3,13.8,-4.8,-0.4,-0.4,10.2
Cc1nc2ccccn2c1CN(C)C(=O)C1CCC(=O)N(Cc2cccc(F)c2)C1 (configuration not stated),-0.1,-2.6,0.6,2.9,9.2,-0.9,-2.2,0.1,1.0
CC(C)(C)C(=O)Oc1cc(N)n(S(=O)(=O)c2ccccc2)n1,-1.5,-3.0,-0.8,-2.8,0.2,6.6,-9.7,-0.3,-5.7
CCOc1ccc2nc(SCC(=O)N(CCOC)c3c(N)n(Cc4ccccc4)c(=O)[nH]c3=O)[nH]c2c1,-3.0,-4.4,0.1,-0.4,-0.2,1.4,11.4,-1.0,-6.9
Cn1c(CN2CCOCC2)nnc1SCC(=O)Nc1ccc2c(c1)OCCO2,-13.0,-0.7,0.9,2.5,-4.2,0.5,1.3,0.0,-11.5
CC1CCN(S(=O)(=O)c2cccc(S(=O)(=O)N3CCOCC3)c2)CC1,4.5,-3.1,-0.3,7.2,4.0,-1.1,8.1,0.7,-15.6
Cn1cc(CN2CCN(Cc3ccc4c(c3)OCO4)CC2)c(-c2ccccc2F)n1,-2.0,-5.9,-0.5,0.1,-6.6,-30.9*,-5.7,0.1,-2.3
COCCNC(=O)C(C)N(c1ccc(OC)cc1)S(C)(=O)=O (configuration not stated),-2.1,12.1,0.7,2.5,9.1,-4.7,4.0,1.3,-7.4

# Another view of some results above.
# Results follow in this order: TRHR PAM | D1 PAM | TRHR agonist | D1 agonist | D2 antagonist | D1 antagonist | D2 PAM | D2 ag | RXFP1 antag
- COC(=O)c1ccc(NC(=O)c2snnc2-c2ccccc2)cc1
 : 1.9 | -9.2 | 0.0 | 1.3 | -13.6 | / | 5.4 | 1.0 | -7.2
- Cc1ccc(NC(=S)N2CCC(N(C)CC3CCCO3)CC2)cc1C (configuration not stated)
 : 31.1* | -8.4 | -0.2 | -3.3 | -0.5 | -17.7 | -0.4 | 0.2 | 2.3
- COc1ccc(C2CC(=O)Nc3cc(OC)c(OC)cc32)cc1Br (configuration not stated)
 : -0.8 | 1.2 | 0.2 | 1.8 | 8.8 | -6.7 | 2.2 | -0.3 | -2.7

# 2 entries from above, with tabs.
structure	TRHR PAM	D1 PAM	TRHR agonist	D1 agonist	D2 antagonist	D1 antagonist	D2 PAM	D2 ag	RXFP1 antag
COC(=O)c1ccc(NC(=O)c2snnc2-c2ccccc2)cc1	1.9	-9.2	0.0	1.3	-13.6	/	5.4	1.0	-7.2
Cc1ccc(NC(=S)N2CCC(N(C)CC3CCCO3)CC2)cc1C (configuration not stated)	31.1*	-8.4	-0.2	-3.3	-0.5	-17.7	-0.4	0.2	2.3

# (list continues)
SMILES,TRHR PAM,D1 PAM,TRHR agonist,D1 agonist,D2 antagonist,D1 antagonist,D2 PAM,D2 ag,RXFP1 antag
COc1ccc(-c2nnc3n2N=C(c2ccccc2)CS3)cc1OC,2.7,-3.6,0.1,0.3,0.6,7.5,0.6,0.0,/
CCOc1ccc(NC(=O)/C(C#N)=C\c2ccc(-c3ccc(Cl)cc3)o2)cc1,1.0,-1.1,-0.3,-0.5,/,-2.9,-1.4,0.8,-9.3
Cc1ccccc1NC(=O)/C(C#N)=C\c1ccsc1,-3.0,-4.5,0.3,1.2,5.3,-9.3,-6.2,-1.0,-2.2
CCOc1ccc(NC(=O)Cn2c(=O)c(CNc3ccc(CC)cc3)cc3cc4c(cc32)OCO4)cc1,-0.2,-1.6,-0.3,-0.3,/,11.9,4.7,0.7,/
CCOc1ccc(-n2cc(C(=O)Nc3ccccc3OCC)c3cc(OC)c(OC)cc3c2=O)cc1,8.9,11.8,0.0,-1.4,/,2.2,-6.8,0.0,-9.8
CC(=O)N1c2ccc(S(=O)(=O)N3CCCC(C(=O)NCc4ccccc4)C3)cc2CC1C (configuration not stated),0.3,-5.1,-1.2,1.8,7.7,3.2,-8.9,-1.3,/
CC[C@H](C)[C@@H](C(=O)NCCCCCCCCCCC(=O)N1CCNCC1)n1cc(CCCCN=C(N)N)nn1,-1.4,1.8,-0.5,0.6,-0.2,6.1,-7.0,-0.7,/
CCOc1ccc(NC(=O)C2C3C=CC4(O3)C2C(=O)N(Cc2cccnc2)C4C(=O)NC2CCCCC2)cc1 (configuration not stated),2.3,-5.8,-0.2,0.6,19.8,0.5,-12.8,0.8,-3.9
O=S(=O)(Nc1ccc2ccccc2n1)c1ccccc1Cl,-2.7,-5.7,-0.9,1.0,-3.0,-18.5,-10.2,-0.9,-3.9
CCOc1ccc(N/C=C/C(=O)c2ccc(OC)cc2)cc1,9.6,2.4,0.6,4.6,1.8,8.5,1.1,0.1,4.2
Fc1ccc(N2Cc3ccsc3C=N2)cc1,2.3,-1.6,0.1,1.5,-12.5,-9.0,-8.7,-3.0,-4.5
COc1cccc(-n2c([S-])c(C(=O)Nc3ccc(C(F)(F)F)cc3)[n+]3ccccc23)c1,-3.7,0.1,1.3,-1.0,35.1*,2.1,-23.5,-0.6,/
COc1cc2cc(C(=O)Nc3ccc4c(c3)OCCO4)[nH]c2cc1OC,-7.7,-5.1,-0.2,0.6,22.7,-17.4,13.0,-0.3,0.7
COc1ccc(C(=O)NC2CCN(C(=S)Nc3cc(C)ccc3C)CC2)cc1,-1.2,-6.0,-0.2,2.7,10.7,-4.5,0.4,1.6,-2.3
O=C(c1cccc([N+](=O)[O-])c1)N1CCN(c2ccc(N3CCOCC3)nn2)CC1,1.6,5.5,0.1,0.6,-6.9,0.5,11.8,0.5,-4.2
O=C(/C=C/c1ccccc1)NC(NC(=S)Nc1ccc(C(=O)O)cc1)C(Cl)(Cl)Cl (configuration not stated),-4.4,-1.4,0.9,1.8,12.0,-2.4,-2.5,1.7,-7.0
Cc1ccc(NC(=O)C(C)Sc2n[nH]c(CNc3ccccc3)n2)cc1 (configuration not stated),4.7,4.2,-0.9,3.4,-10.4,21.3,13.4,0.3,-23.2
CNC(=O)CSc1ncnc2c1cnn2-c1ccccc1,-2.8,-2.0,-0.2,3.1,-0.1,-9.0,8.8,0.1,-11.5
CCc1ccc(-c2[nH]nc3nc(-c4ccc(OC)cc4)cc(C(=O)NCCCOC)c23)cc1,1.8,1.3,0.4,1.7,/,-4.9,-2.2,-0.7,-2.7
CCOC(=O)c1c(NC(=O)COC(=O)c2nc(Cl)ccc2Cl)sc2c1CCC2,11.8,-4.0,-0.4,3.0,17.5,4.8,9.2,-2.9,-11.7
CCOC(=O)C(=O)N/N=C(/c1ccccc1)c1ccc(OC)cc1,23.2,1.4,-0.2,-0.8,-16.2,-11.8,4.7,-0.4,-5.0
